GC-A act – GC-A (human) enzyme activation; P16066; HEK293 GC-A cells, cGMP TR-FRET, EC30 ANP; 0% at EC30 ANP, 100% saturating ANP; activation, % at 10 µM; hit rate 0.14% among 370,000; AID 1671463; in the data active means activation above about 40%
ARFGAP1 inh – inhibits rat ARF GTPase activating protein 1; Arfgap1-stimulated ARF1 GTP hydrolysis, GDP FP detection; inhibition, % at 16.5 µM; hit rate 0.26% among 360,000;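 active means inhibition above a per-plate limit, mean inhibition of low control wells plus 3 SD, cut at about 25% in these data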;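 further: 0% = DMSO wells with enzyme and 100% = wells lacking Arfgap1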
Target sequence (Q62848 1-136 limits assumed): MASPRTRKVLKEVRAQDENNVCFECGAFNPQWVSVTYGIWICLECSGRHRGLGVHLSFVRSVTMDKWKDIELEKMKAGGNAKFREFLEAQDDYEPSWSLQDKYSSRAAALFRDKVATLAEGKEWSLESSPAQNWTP
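Material: truncated rat Arfgap1 GAP domain; Incubation: compound-enzyme preincubation 20 min, reaction 120 min, detection 60 min, 25 °C; Read-out: percent inhibition of Arfgap1-stimulated GTP hydrolysis; Technique: FP, GDP Alexa 633 tracer displaced from anti-GDP antibody, 620/688 nm; Controls: No-Arfgap1 wells (100%) versus DMSO full-reaction wells (0%); Replication: single well per compound.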
Tn6 DDE FP – inhibitors of Tn6 peptide binding to human fibrin DD(E) | P02675 | Fibrin DD(E) TRITC-Tn6 fluorescence polarization displacement | inhibition, % at 8.3 µM | hit rate 0.21% among 370,000 | AID 720509;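 active means inhibition above a per-campaign cutoff: mean of compounds within control limits plus 3 SD, cut at about 15% in these data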;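 further: 0% = median of all compound wells on the plate and 100% = blocking peptide control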
KLK7 zymogen act – activators of human kallikrein-7 zymogen | hit rate 0.9% among 370,000 | AID 652039 | purified proKLK7, EDANS-DABCYL substrate fluorescence; 100% is mature enzyme control, 0% vehicle | P49862 | activation, % at 7 µM;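 active means activation above the mean of all tested compounds plus 3 SD, computed per campaign excluding outliers beyond control limits, cut at about 13% in these data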
Target sequence (P49862 whole entry, looked up): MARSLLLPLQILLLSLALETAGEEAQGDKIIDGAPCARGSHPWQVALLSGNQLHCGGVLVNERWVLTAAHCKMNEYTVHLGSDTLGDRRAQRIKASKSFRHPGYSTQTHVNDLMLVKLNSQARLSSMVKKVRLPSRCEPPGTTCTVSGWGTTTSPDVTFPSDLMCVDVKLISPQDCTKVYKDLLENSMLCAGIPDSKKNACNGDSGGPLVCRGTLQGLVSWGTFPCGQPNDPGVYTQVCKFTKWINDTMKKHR
rCAG RNA binder – molecules binding r(CAG) RNA repeats; r(CAG) RNA repeat, TO-PRO-1 dye displacement fluorescence; inhibition, % at 3 µM; hit rate 1.3% among 370,000; AID 651821;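 active means inhibition above the plate cutoff, the mean of all test compounds on that plate plus 3 SD, cut at about 35% in these data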;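 further: 0% = DMSO alone and 100% = 100 µM mitoxantrone as full dye displacement; higher means more dye released from RNA so lower well fluorescence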
GAA850 FXN act – frataxin GAA850 promoter activation. activation, % at 6 µM. AID 540364. hit rate 0.56% among 360,000. HEK293 lucGAA850 FXN promoter luciferase reporter, 24 h; percent of 10 µM SAHA response;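 active means activation above the average of all compounds screened plus 3 SD, cutoff fixed separately per campaign, cut at about 7.5% in these data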;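 further: 0% = DMSO wells and 100% = 10 µM SAHA wells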
GC-B act – GC-B (human) receptor activation; HEK293-GC-B cells, CNP EC30, cGMP TR-FRET; 0% at EC30 CNP, 100% saturating CNP; activation, % at 10 µM; hit rate 0.11% among 370,000;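 active means activation at 10 µM reaching about 35% in either raw or pattern-adjusted values, limit read from the data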
HGIII-sPLA2 inh – Blocks human group III sPLA2 activity; Q9NZ20; QFRET BODIPY PC-A2 liposome hydrolysis, fluorescence; inhibition, % at 12.2 µM; hit rate 0.56% among 370,000;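 active means inhibition above mean plus 3 SD of compounds lying within the high and low control bounds, cut at about 19% in these data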;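 further: 0% = median of test compound wells and 100% = no enzyme DMSO wells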
ADAM10 inh – ADAM10 inhibition, QFRET primary screen. O14672. recombinant ADAM10, EDANS/DABCYL FRET peptide cleavage, 3 h. inhibition, % at 7 µM. hit rate 0.62% among 370,000;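 active means inhibition above a per-campaign cutoff equal to the mean of compounds falling between control-based bounds plus 3 SD, cut at about 20% in these data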;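 further: 0% = DMSO wells while the 100% control is not disclosed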
ASAP1 inh – ASAP1 ArfGAP inhibition; ASAP1-stimulated ARF1 GTP hydrolysis, GDP FP detection; inhibition, % at 16.5 µM; hit rate 0.19% among 360,000; AID 624377; in the data active means inhibition above about 25%;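 further: 0% = vehicle with enzyme and substrate and 100% = no enzyme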
Target sequence (Q9ULH1 325-724 limits assumed): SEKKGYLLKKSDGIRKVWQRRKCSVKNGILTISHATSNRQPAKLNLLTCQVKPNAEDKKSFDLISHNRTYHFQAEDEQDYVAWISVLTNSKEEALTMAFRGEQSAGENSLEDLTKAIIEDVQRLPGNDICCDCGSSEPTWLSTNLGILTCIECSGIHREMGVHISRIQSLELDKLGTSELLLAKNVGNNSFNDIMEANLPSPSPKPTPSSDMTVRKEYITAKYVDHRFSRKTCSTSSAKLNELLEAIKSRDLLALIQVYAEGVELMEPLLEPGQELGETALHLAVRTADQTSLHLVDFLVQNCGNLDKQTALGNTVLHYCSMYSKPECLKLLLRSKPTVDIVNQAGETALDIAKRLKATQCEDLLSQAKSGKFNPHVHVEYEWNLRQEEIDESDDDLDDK
The depositor's hits bear a star; / = not tested or not shown.

SMILES	GC-A act	ARFGAP1 inh	Tn6 DDE FP	KLK7 zymogen act	rCAG RNA binder	GAA850 FXN act	GC-B act	HGIII-sPLA2 inh	ADAM10 inh	ASAP1 inh
CC(=O)Nc1ccc(N(C(=O)c2ccccn2)C(C(=O)NC2CCCCC2)c2ccc(F)cc2)cc1 (stereo not given)	3.5	-6.5	6.7	0.9	-5.5	-1.2	3.1	1.7	2.1	-1.7
COc1ccccc1C1C(C(N)=O)=C(C)Nc2nc(-c3ccccc3Cl)nn21 (stereo not given)	3.7	15.7	-9.0	0.6	2.8	0.5	-10.1	12.5	-73.4	2.6
C/C(CC(=O)NCc1ccc(Cl)cc1)=N\NC(=O)c1ccccc1F	-0.9	-6.9	15.8*	0.5	-0.3	4.5	4.7	-12.9	-5.3	-0.1
CCOC(=O)c1cc2c(ccc3nc(C)c(C)c32)[nH]c1C	-30.2	-4.9	-6.3	-3.0	6.2	3.2	-18.8	-52.5	-322.7	-7.1
O=C(Nc1ccccc1O)c1ccc([N+](=O)[O-])cc1	-6.1	-5.7	4.2	0.3	0.7	1.0	-2.9	-24.3	15.5	6.2
COc1ccc(Oc2nc(SC)nc3ccccc23)cc1	-1.3	4.9	6.3	0.4	-2.3	-0.9	-3.6	2.3	1.7	-10.4
CN1C(=S)SC(/[N+]([O-])=C\c2cccs2)C1(C)C (stereo not given)	0.8	7.8	-3.3	-0.1	0.5	0.4	5.7	4.4	1.1	6.5
N#Cc1ccc(CSc2ccc(S(=O)(=O)N3CCCC3)cn2)cc1	-2.1	3.9	-2.6	0.3	-1.4	0.2	-2.6	-12.6	4.6	5.0
COc1ccc(C2CC(c3ccc(Br)cc3)Nc3nc(N)nn32)cc1 (stereo not given)	7.2	5.9	6.6	-0.8	-0.4	-0.5	3.6	14.7	-31.0	-3.1
C=CS(=O)(=O)c1sc(Cl)c(N2CCOCC2)c1[N+](=O)[O-]	12.5	5.6	7.6	0.4	7.0	5.5	7.9	0.4	-4.9	-7.5
COc1ccc(CCNS(=O)(=O)CCNC(=O)c2ccccc2)cc1	2.2	-15.2	2.2	0.0	-3.5	1.2	-1.4	0.0	-12.6	0.1
Cn1c(=O)c2c(ncn2CC(=O)OCC(=O)Nc2ccccc2Cl)n(C)c1=O	0.1	6.6	2.0	0.5	-1.6	0.3	0.6	2.8	-0.2	-12.7
COc1ccc(S(=O)(=O)N2CCOC2CNC(=O)C(=O)NCCc2ccccc2OC)cc1C (stereo not given)	-1.3	-8.9	1.1	-0.1	2.3	-0.6	1.3	-17.2	-2.8	-10.1
CCN1C(=O)[C@H]2[C@H]3CN=C(SCc4ccc(C)cc4)N3[C@@](C)(C(=O)OC)[C@H]2C1=O	2.2	-10.5	14.2	0.5	0.9	0.2	2.6	0.2	0.4	7.6
Cc1ccc(-c2nc(CS(=O)(=O)CC(=O)NCCCN3CCN(C)CC3)c(C)o2)cc1	4.3	-4.0	2.7	-0.2	1.8	1.4	1.2	-2.2	-1.8	-6.6
CC12CCC(=O)N1C(C(=O)Nc1ccc(F)c(F)c1F)CS2 (stereo not given)	-0.1	-4.1	4.3	0.6	0.6	0.0	4.8	2.3	-0.9	8.0
CN(Cc1ccccc1)C(=O)c1cccnc1	2.3	-12.2	10.0	-0.5	4.8	2.6	0.4	9.9	5.1	1.0
COc1ccc(Cl)cc1S(=O)(=O)N1CCN(C(=O)CSc2nc3ccccc3nc2N2CCCC2)CC1	-3.2	/	-0.2	-3.2	8.8	/	-6.3	-9.1	-0.4	/
CC(=O)Nc1ccc(NC(=O)C(C)Oc2ccccc2F)cc1 (stereo not given)	-1.2	0.7	1.2	-0.4	-2.6	1.3	8.5	7.1	-0.5	5.0
O=C(NC1CCSC1=O)c1ccccc1 (stereo not given)	0.9	5.9	-4.4	-0.5	2.3	-0.1	4.6	-4.2	-3.3	-0.8
CCN(CC)CCCN=Cc1c(O)n(-c2ccc(C)cc2)c(=O)c2ccccc12	-6.0	-0.8	-4.1	4.7	-4.5	-0.8	6.4	3.6	-150.7	8.5
COc1cc2c(cc1NC(=O)C1CCCO1)oc1ccccc12 (stereo not given)	-1.5	4.1	-4.1	0.8	0.1	8.6*	-0.6	3.9	-8.7	10.2
Cc1ccc(NC(=O)CCn2nc(C)cc2C)c(C)c1	1.1	-1.6	0.5	0.1	-4.5	0.0	-0.8	-0.1	2.7	-11.1
Cc1cc(C)cc(OCC(=O)NNC(=O)CC(C)c2ccccc2)c1 (stereo not given)	0.9	4.2	1.1	1.0	-2.0	-1.4	-0.8	-15.3	-10.5	0.0
Cc1nc(CS(=O)(=O)c2ccc(Cl)cc2)cc(Sc2ccc(Cl)cc2)n1	-6.5	-1.2	-1.2	0.1	-6.6	0.2	2.5	-23.3	2.6	-9.3
CCN1CC2([N+](=O)[O-])CC=C(OC)C([N+](=O)[O-])(C1)C2 (stereo not given)	-0.8	-2.6	-4.2	0.0	0.8	3.2	9.0	0.3	0.3	8.2
Cc1nc2cc(NC(=O)COc3ccc(C#N)cc3)ccc2n1-c1ccccc1	1.8	-0.7	-9.1	0.3	-0.1	0.3	-2.5	-19.5	12.8	9.9
CN(C)c1nccc(N(Cc2ccccc2)Cc2ccccc2)c1C#N	-6.1	-3.3	-1.4	-0.9	-2.7	3.1	-8.7	-1.3	-6.1	-1.6
O=C(COc1ccc(Cl)cc1)Nc1ccc2oc(-c3ccncc3)nc2c1	-9.8	2.6	-4.6	-2.0	0.6	0.9	-11.2	5.7	-22.6	19.2
CNS(=O)(=O)c1cccc(C(=O)OCC(=O)Nc2ccc(Cl)cc2F)c1	-5.1	7.1	-9.3	-0.1	0.9	2.0	-0.2	-8.5	7.2	14.9

Three entries out of the list, arranged by formula weight, ascending.
SMILES	GC-A act	ARFGAP1 inh	Tn6 DDE FP	KLK7 zymogen act	rCAG RNA binder	GAA850 FXN act	GC-B act	HGIII-sPLA2 inh	ADAM10 inh	ASAP1 inh
Cc1cc(C)cc(OCC(=O)NNC(=O)CC(C)c2ccccc2)c1 (stereo not given)	0.9	4.2	1.1	1.0	-2.0	-1.4	-0.8	-15.3	-10.5	0.0
O=C(COc1ccc(Cl)cc1)Nc1ccc2oc(-c3ccncc3)nc2c1	-9.8	2.6	-4.6	-2.0	0.6	0.9	-11.2	5.7	-22.6	19.2
CNS(=O)(=O)c1cccc(C(=O)OCC(=O)Nc2ccc(Cl)cc2F)c1	-5.1	7.1	-9.3	-0.1	0.9	2.0	-0.2	-8.5	7.2	14.9

(listing goes on)
SMILES	GC-A act	ARFGAP1 inh	Tn6 DDE FP	KLK7 zymogen act	rCAG RNA binder	GAA850 FXN act	GC-B act	HGIII-sPLA2 inh	ADAM10 inh	ASAP1 inh
COc1cc(OC)cc(C(=O)NCC(=O)OCc2cc(=O)oc3cc(OC)ccc23)c1	-9.3	-10.3	-2.6	3.1	9.7	2.1	-14.5	-2.5	-68.9	15.8
NCCCCc1ccc2ccc3cccc4ccc1c2c34	8.3	9.6	-6.2	-1.7	19.7	0.6	-9.5	15.1	-131.7	2.8
N#Cc1ccc(OCC(=O)Nc2nc(-c3ccncc3)cs2)cc1	-4.5	1.6	-8.7	0.2	-0.2	0.9	-1.4	-5.7	-1.4	-13.4
CC(C)CC1NC(=O)c2ccccc2-n2c1nc1cc(F)ccc1c2=O (stereo not given)	-1.3	18.4	-2.1	0.4	-3.8	/	1.3	9.1	-0.9	-23.8
CCOC(=O)c1c[nH]c2c(Cl)ccc(Cl)c2c1=O	3.1	8.8	1.6	0.0	-2.0	1.4	4.6	-7.6	-10.3	-22.3
COc1cc(/C=C2/SC(=S)N(CC(=O)O)C2=O)ccc1OC(=O)c1cccs1	5.7	-11.6	-12.5	0.6	59.7*	0.1	-1.9	-23.7	-2.3	19.1
CCCC(=O)NCCc1nc2cc([N+](=O)[O-])ccc2n1C	3.6	0.4	7.7	0.2	-0.1	1.7	-1.6	1.0	2.6	3.4
Cc1cc2cc(CCNC(=O)CC(C)(C)C)c(=O)[nH]c2cc1C	-0.6	-10.2	-1.4	1.6	-2.3	-2.8	-2.9	-2.1	-69.8	1.7
CN(CC(=O)Nc1ccc(Cl)cc1)C(=O)CCc1ccccc1	-0.8	5.8	0.1	0.1	2.9	1.1	5.7	-8.6	3.8	2.3
Cc1cccc(-n2c(O)c(C=NC3CCS(=O)(=O)C3)c3ccccc3c2=O)c1 (stereo not given)	-0.1	-7.4	-0.4	8.1	-1.5	-0.8	-4.1	6.5	-18.1	11.1
Cc1ccc(-c2nnc(Nc3ccc(C(=O)N(C)C)cc3)c3ccccc23)cc1S(N)(=O)=O	4.3	-8.0	-2.8	1.2	-5.2	0.9	8.7	-0.3	-3.6	1.7
COc1ccc(C2NC(=O)N(C)C3=C2C(=O)CC(C)(C)C3)cc1OC (stereo not given)	1.3	5.1	-5.4	-0.5	-4.2	0.5	0.5	8.3	-1.8	8.3
CO/N=C(\N)c1ccc([N+](=O)[O-])cc1	2.8	-4.9	-1.7	0.3	2.0	4.8	-0.9	-3.3	7.4	-15.2
COc1cc(C(=O)NCc2ccc(C)cc2)ccc1OC(F)F	3.3	6.7	-3.1	-0.3	-3.9	-1.6	-6.3	10.3	-7.4	-2.6
COc1cccc(/C=N/NC(=S)Nc2cccc(S(=O)(=O)N(C)C)c2)c1	-1.0	-2.6	1.8	-0.4	8.5	0.0	0.5	7.4	-4.3	-10.6
COc1ccccc1OCC(=O)Nc1ccccc1C(=O)Nc1cccc(C(=O)O)c1	-4.9	3.8	-10.2	0.4	12.2	1.4	-0.4	-12.4	-7.9	-7.6
CCn1c(C)c(C)c2cc(C(=O)NC3CCCCCC3)ccc21	1.2	-6.5	-3.0	0.4	1.1	3.0	1.2	-31.0	-7.2	-2.2
Cc1cc(C)n(CC(C)NCc2c(C(=O)N3CCOCC3)nc3c(C)cccn23)n1 (stereo not given)	3.2	-1.5	3.0	1.0	-7.5	4.0	0.9	-0.3	-8.1	9.8
Cc1cccc(NC(=O)CSc2nc3ccccc3c(=O)n2CC2CCCO2)c1 (stereo not given)	-2.7	-3.4	-1.1	0.6	0.6	0.4	1.0	-2.3	0.7	-9.3
O=C(O)c1ccc(NC(=O)c2ccc(Cl)cc2)c(NC(=O)c2ccc(Cl)cc2)c1	-4.4	-3.7	-0.8	-0.9	70.6*	1.2	2.3	-26.2	-8.2	4.6
O=S(=O)(c1cccs1)N1CCN(c2ccc(O)cc2)CC1	2.1	4.0	7.5	-0.3	-2.3	-1.8	3.5	-1.1	-4.1	-8.6
CC(C)c1onc(C(=O)Nc2sc3c(c2C#N)CCC3)c1[N+](=O)[O-]	0.8	8.1	1.3	-0.8	10.2	0.0	1.6	10.6	4.0	-8.6
c1ccc(Cc2nnc3sc(-c4cccs4)nn23)cc1	-7.8	9.9	-2.4	0.3	0.9	0.4	0.5	1.9	1.1	-9.4
Fc1cccc(CN(C2=NCCN2)c2c(Cl)cccc2Cl)c1	-3.8	-0.9	7.5	-0.5	5.4	2.1	-1.4	9.0	9.1	1.1
CC(c1ccccc1)n1cc(C(=O)NCc2ccccn2)nn1 (stereo not given)	-2.1	-7.0	-1.4	0.3	-3.3	2.5	-0.6	7.4	-4.1	1.4

Source: PubChem BioAssay
